Assay outcomes as filed in PubChem BioAssay.
Sm TGR inh = blocks Schistosoma mansoni thioredoxin glutathione reductase | Q962Y6 | purified TGR, DTNB reduction, TNB absorbance 405 nm | Potency, µM (series often up to 114 µM), without a hit: at the highest dose activity change, negative = inhibition, actives largely listed as inhibitors | hit rate 3% among 360,000 | AID 485364; further: potency means the concentration at half of the fitted maximal effect; nearly all actives have a fitted effect of over 60% in size
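First, TGR (20 nM dispensed) and NADPH were mixed with compound. Second, a 15 min room-temperature incubation followed. Third, further NADPH and then DTNB were added to start the reaction. Finally, TNB absorbance was monitored kinetically.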
Giardia FBPA inh = blocks Giardia fructose-bisphosphate aldolase activity. A8B2U2. Potency, µM (doses to about 59.6 µM), for the others: at the highest dose activity, negative = inhibition, hits mostly inhibitors. purified Giardia FBPA. hit rate 0.71% among 290,000; further: potency means the concentration at half of the fitted maximal effect; nearly all actives have a fitted effect of over 55% in size
Target sequence (A8B2U2 whole entry, looked up): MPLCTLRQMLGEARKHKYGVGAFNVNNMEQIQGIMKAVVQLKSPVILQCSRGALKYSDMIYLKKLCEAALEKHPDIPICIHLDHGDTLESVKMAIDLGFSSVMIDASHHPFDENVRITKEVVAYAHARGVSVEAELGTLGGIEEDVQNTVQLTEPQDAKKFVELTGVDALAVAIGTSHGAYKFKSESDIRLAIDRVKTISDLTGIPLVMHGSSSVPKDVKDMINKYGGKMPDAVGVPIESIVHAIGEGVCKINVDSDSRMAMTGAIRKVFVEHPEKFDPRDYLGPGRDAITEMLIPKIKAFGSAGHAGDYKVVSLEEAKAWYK
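40 nM FBPA preincubated 10 min at RT with compound (up to 57.5 uM final), then substrate plus GAPDH/TPI/NAD/arsenate coupling and diaphorase/resazurin added. Fluorescence read after 20 min at RT, 525/598 nm.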
HCMV antiviral = blocks human cytomegalovirus replication | hit rate 4.5% among 410,000 | activity change, negative = inhibition, % at 57.5 µM | HFF cells, HCMV-luciferase reporter, 72 h; active compounds read low; in the data active means activity change below about -60%; inconclusive means no clear call, values can overlap the other calls; inactive means above about -39%
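Two compound doses tested in HFFs infected with HCMV-luciferase, MOI 1 PFU/cell, 72 h at 37C. Lysate luminescence read with OneGlo; data normalized against buffer-only and 10uM Salinomycin inhibitor controls.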
HCV inh = inhibitors of hepatitis C virus infection; Huh7.5.1 HCVcc-Cre infection, luciferase reporter, 44 h; Potency, µM (titrated, usually from 41.8 µM), for inactives: top-dose activity change, negative = inhibition, most hits filed as inhibitors; hit rate 3.4% among 340,000; AID 651820; further: potency means the concentration at half of the fitted maximal effect
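HCVcc-Cre virus at an moi near 0.5 was added right after compound to cells cultured 4 h from seeding (1,000 cells/well). Luciferase activity was determined 44 h later, 15 min after substrate addition at RT.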
AmpC detergent = AmpC beta-lactamase inhibition with detergent present; Potency, µM (top dose mostly 114 µM), for the others: at the highest dose activity change, negative = inhibition, usual class: inhibitors; AID 485294; AmpC hydrolysis of nitrocefin, absorbance 480 nm, 0.01% Triton; hit rate 0.041% among 370,000; P00811;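 further: potency means the concentration at half of the fitted maximal effect; 0% = no-compound wells and -100% = no-enzyme wells; nearly all actives have a fitted effect of over 25% in size; some results filed as inactive show a strong effect at the top dose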
Target sequence (P00811 whole entry, looked up): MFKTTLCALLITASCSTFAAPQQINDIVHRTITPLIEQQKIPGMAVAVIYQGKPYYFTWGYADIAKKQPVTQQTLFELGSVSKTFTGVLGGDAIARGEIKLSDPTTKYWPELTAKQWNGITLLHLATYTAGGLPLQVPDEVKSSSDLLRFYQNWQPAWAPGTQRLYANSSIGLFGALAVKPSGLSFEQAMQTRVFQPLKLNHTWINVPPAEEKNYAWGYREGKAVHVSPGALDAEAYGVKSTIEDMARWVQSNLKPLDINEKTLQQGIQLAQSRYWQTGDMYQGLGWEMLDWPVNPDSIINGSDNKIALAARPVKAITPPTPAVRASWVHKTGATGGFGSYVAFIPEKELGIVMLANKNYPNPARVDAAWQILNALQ
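20 mM phosphate pH 7.0 + 0.01% (detergent screen) or 0.0001% Triton X-100; 5.3 nM AmpC reagent; cpd preinc 15 min RT; nitrocefin (800 uM stock) to start; A480 q20 s × 4 min; Activity was normalised to no-enzyme and no-compound control wells.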
AMA1-RON2 inh = inhibitors of Plasmodium falciparum AMA1-RON2 interaction; hit rate 0.2% among 360,000; AlphaScreen AMA1-biotinylated RON2 peptide binding; Potency, µM (top dose mostly 58.2 µM), inactives show at the top dose activity change, negative = inhibition, usual class: inhibitors;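 further: potency means the concentration at half of the fitted maximal effect; 0% = vehicle wells and -100% = peptide control; nearly all actives have a fitted effect of over 45% in size; some results filed as inactive show a strong effect at the top dose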
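AMA1 (3D7) with his tag at 25 nM final met compounds first, then biotinylated RON2 peptide at 25 nM; detection used donor plus acceptor beads, 10 µg/mL apiece, read by AlphaScreen after 30 min at room temperature.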
An asterisk follows results filed as active; ? = inconclusive; / = no result given; & = joins results of further samples; [ ] = remark or other dose. Unless noted, the call rests on the fitted dose curve; in most records, active means well fitted curve in the direction sought with a large enough effect; inconclusive means small, poorly fitted or top-dose-only effect, or another doubt; inactive means no such curve, though single readings can be large; an effect the other way counts as inactive or inconclusive. Unless noted, on the % scale 0 is the no-effect control and ±100 the full control effect.

Results follow in this order: Sm TGR inh, Giardia FBPA inh, HCMV antiviral, HCV inh, AmpC detergent, AMA1-RON2 inh
1	Cn1cnc(S(=O)(=O)N2CCN(c3ccc(Cl)cc3)CC2)c1
→ -2%, /, -1, 9%, -1%, -6%
2	O=S(=O)(c1ccccc1)N1CCN(CC(O)COc2ccc3c(c2)CCC3)CC1 (stereo not given)
→ 18%, -2%, -20, ?, ?, ?
3	CCOC(=O)C1=CN(Cc2cccc(F)c2)S(=O)(=O)NC1CCc1ccccc1 (stereo not given)
→ /, /, -4, ?, /, 14%
4	NS(=O)(=O)c1ccc(CCNC(=O)c2ccc(Cl)cc2[N+](=O)[O-])cc1
→ /, 0%, -17, -6%, 4%, 1%
5	CCNC(=S)N(CCc1c(C)[nH]c2ccc(C)cc12)Cc1ccco1
→ -5%, -1%, 9, 1%[8.37 µM], ?, -1%
6	CCOC(=O)[C@H]1[C@H]2COc3ccc(OC)cc3[C@@H]2N2C(=O)c3ccc(C)cc3NC(=O)[C@@]12C
→ -17%, /, -28, -4%, -10%, 28%
7	O=C(CSc1nnc(CNC(=O)c2cccs2)o1)Nc1cccc(C(F)(F)F)c1
→ 0%, -3%, 4, 0%&19%, -5%, 12%
8	FC(F)(F)c1ccc(CSc2ccccn2)cc1
→ -4%, -3%, -30, 8%, -1%, 3%
9	Cc1ccccc1N1CC(c2nnc(NC(=O)c3ccco3)s2)CC1=O (stereo not given)
→ -10%, /, 7, /, -6%, /
10	CCc1ccc(CNC(=O)c2ccc(-c3nc(CSc4ccc(C)cc4)c(C)o3)cc2)cc1
→ 1%, /, -5, /, 14%, /
11	C=CCn1c(SCC(=O)Nc2ccccc2OC)nnc1-c1ccccn1
→ 0%, -11%, 18, 7.9µM*, 2%, 10%
12	CCCC(=O)Nc1nc2ccc(NC(=O)c3cccnc3)cc2s1
→ -2%, -2%, 19, -24%, ?, 2%
13	COc1ccc(-c2nc(C(=O)NCCCN3CCOCC3)cc3c2[nH]c2ccccc23)cc1OC
→ -4%, ?, 3, 13µM*, -18%, -4%
14	COc1cc(NC(=O)C2=C(N3CCOCC3)/C(=C/c3ccc(Cl)cc3)CC2)cc(OC)c1OC
→ -4%, -3%, 45, 17%, -14%, -10%
15	COc1ccc(NC(=O)c2cc(NC(=O)C3CCCCC3C(=O)O)ccc2N2CCOCC2)cc1 (stereo not given)
→ -13%, /, -7, 12%, -9%, 15%
16	Cc1ccc(S(=O)(=O)N(CC(=O)Nc2cccc(N(C)S(C)(=O)=O)c2)c2ccc(Cl)c(Cl)c2)cc1
→ 0%, -10%, -11, ?, ?, -6%
17	CCN(CC)CCOC(=O)C1(c2ccccc2)CCOCC1
→ 1%, -1%, 7, 13%, -2%, -2%
18	Cn1ncc(Br)c1C(=O)NC12CC3CC(CC(C3)C1)C2
→ -5%, 2%, ?, 18%, ?, -2%[11.6 µM]
19	Cc1ccc(-c2nnc(N3CCCCC3)c3ccccc23)cc1S(=O)(=O)N1CCN(C)CC1
→ -24%, 6%, -40, -3%, 1%, -4%
20	CC(=O)c1ccc(NC(=O)C(C)n2nc(-c3ccccc3)c3cc(Cl)ccc32)cc1 (stereo not given)
→ 2%, 4%, -18, ?, -15%, 0%
21	O=C(NC(=S)N1CCCc2ccccc21)c1ccc(Br)cc1
→ -33%, -24%, 97, 8%, -11%, -19%
22	C=CCOC(=O)C(=O)/C=C/c1ccc2c(c1)Cc1ccccc1-2
→ -14%, -6%, -21, 18%, 1%, -17%
23	CCOc1ccc(-c2ccc(NS(=O)(=O)c3ccc(C)cc3)cc2)nn1
→ 3%, /, -10, /, 26%, /
24	COc1ccc(C2=NN(C(=O)CCC(=O)O)C(c3cccs3)C2)cc1OC (stereo not given)
→ 6%, 6%, 1, 6%, 2%, -1%
25	Cn1c(=O)n(C)c2cc(CNc3ccc(N4CCOCC4)c(C(=O)O)c3)ccc21
→ 1%, -17%, 58, 0%&6%, -3%, -6%
26	O=C(CSCC(=O)NC1CCCC1)Nc1ccccc1
→ 4%, -4%, -1, 17%, 4%, -3%
27	O=C(NC(C(=O)O)c1ccccc1)c1ccccc1 (stereo not given)
→ 6%, 7%, 10, 6%, 3%, -3%
28	O=C(O/N=C/c1ccc2c(c1)OCO2)c1ccc([N+](=O)[O-])cc1
→ -10%, 2%, 3, 29%, ?, 11%
29	Cc1cccc(OCCC(=O)Nc2ccc(C)c(S(=O)(=O)N3CCCCC3)c2)c1
→ -2%, -5%, -64*, 3.2µM*, ?, -4%[11.6 µM]
30	Cc1cc(C)n2nc(SCC(=O)N/N=C/c3cccc(Br)c3)nc2n1
→ 0%, ?, -15, 12%, -5%, 1%
31	CC(=O)C1=C(O)C(=O)N(c2ccc(O)cc2)C1c1ccc([N+](=O)[O-])cc1 (stereo not given)
→ -1%, 5%, 4, 26%, -4%, 24%
32	Cc1cccc(-n2c(O)c(C=NCCCN3CCOCC3)c3ccccc3c2=O)c1
→ -11%, -2%, -9, 9%, 0%, -4%
33	Cc1nc2ccc(NC(=O)[C@@H](NC(=O)c3c(F)cccc3F)C(C)C)cc2s1
→ -8%, /, 25, ?, 6%, -6%
34	CCn1c(C)c(C(C)=O)c(N2CCN(c3cccc(Cl)c3)CC2)nc1=S
→ -3%, -4%, -33, -11%, -3%, 0%
35	NS(=O)(=O)c1ccc(CCNC(=O)c2ccc(=O)[nH]c2)cc1
→ 3%, -6%, 20, 18%, 4%, -4%
36	O=C(CCc1nc(C2=CCN(Cc3cccc(Cl)c3)CC2)no1)Nc1ccccc1F
→ -8%, /, 4, /, -1%, /
37	O=C(Nc1ccon1)c1ccccc1Cl
→ -3%, 2%, 52, 12%, ?, -3%
38	c1csc(CSc2nnc3sc4ccccc4n23)c1
→ -3%, -19%, 15, -14%&10%, 2%, -1%
39	Fc1cccc(CN2CCC(Cc3ccccc3)CC2)c1
→ -3%, /, -14, 4%, ?, -17%
40	NC(=O)c1cccc2c1C(=O)N(C1CCCCC1)C2
→ -4%, 5%, -24, 1%, -14%, 6%
41	CCCS(=O)(=O)N1CCCC(c2nc(-c3ccc(OC)cc3)no2)C1 (stereo not given)
→ -4%, 0%, -33, 2%, 2%, 3%
42	CCCS(=O)(=O)c1nc(S(=O)(=O)c2ccc(C)cc2)c(NCc2ccccn2)s1
→ 7.9µM*, 5%, -25, ?, -4%, 70%[activator]
43	Cc1ccc(OCCn2c(=S)[nH]c3ccccc32)c(C(C)C)c1
→ -23%, 24%, ?, ?, -2%, 51%[activator]
44	Cc1ccc(N(CC(O)CN(C)C)S(=O)(=O)c2ccccc2)cc1 (stereo not given)
→ 6%, 4%, 24, 3%, ?, 8%
45	COc1ccc(CCn2c(=O)c3cccnc3n(CC(=O)Nc3c(C)cccc3C)c2=O)cc1OC
→ 3%, /, 42, /, 22%, /
46	c1ccc(-n2c(-c3ccco3)nnc2N2CCOCC2)cc1
→ -11%[11.4 µM], 2%, -10, 7%, ?, 2%
47	CN(C)c1ccc(S(=O)(=O)N2CCCCC2)cc1NC(=O)C1=COCCO1
→ 1%, /, 9, -7%, -2%, 0%
48	CCOC(=O)c1c(NC(=O)CN2CCN(S(=O)(=O)c3cc(Cl)ccc3Cl)CC2)sc(C(=O)N(C)C)c1C
→ /, /, -90*, 11µM*, /, 2%
49	Cc1cccc(C(=O)N(Cc2ccco2)c2c(N)n(Cc3ccccc3)c(=O)[nH]c2=O)c1
→ -32%, /, -29, -6%, ?, 7%[11.6 µM]
50	COc1ccc(C2=NOC3(CC(=O)N(c4ccc5ccccc5c4)C3=O)C2)c(OC)c1 (stereo not given)
→ -1%, 1%, 91, 7%, 4%, -9%
51	CS(=O)(=O)c1ccc(N2CCOCC2)c(S(C)(=O)=O)c1
→ 0%, 6%, 60, -4%, -6%, 1%
52	CCOC(=O)c1csc(NC(=O)CSc2nnnn2-c2ccc(OC)c(OC)c2)n1
→ 0%, 2%, -9, 13%, -12%, 6%
53	COc1cccc2c(=O)cn[nH]c12
→ -7%, -2%, 36, 24%, ?, -5%[2.32 µM]
54	CCN(CC)c1ccc(/C=N/NC(=O)c2c(-c3ccccc3)noc2C)cc1
→ -13%, -4%, 21, -9%, ?, -7%
55	O=C1N=C(N2CCOCC2)SC1=C1CCCCC1
→ 11%, -1%, 24, 7%, 4%, 2%
56	O=C(N/N=C/c1cccc(F)c1)c1ccc(Cl)cc1
→ -10%, 0%, -31, -2%, -10%, 10%
57	Cc1ccc(S(=O)(=O)N(CC(=O)N2CCOCC2)C2CCCCC2)cc1
→ 0%, 8%, -19, 10%, -3%, 9%
58	COc1cccc(NC(=O)Cn2c(=O)n(Cc3ccccc3)c(=O)c3c2c2cc(C)ccc2n3C)c1
→ 1%, /, 24, /, 1%, /
59	O=C(CCN1C(=O)C2CCCCC2C1=O)Nc1cc(F)ccc1F (stereo not given)
→ -17%, 4%, 9, 2%, 2%, 8%
60	CC(C)C(NC(=O)c1ccccc1F)C(=O)NCc1ccc(F)cc1 (stereo not given)
→ 3%, 1%, 11, -2%, -2%, -2%

Continuation.
Results follow in this order: Sm TGR inh, Giardia FBPA inh, HCMV antiviral, HCV inh, AmpC detergent, AMA1-RON2 inh
61	CN(C1(C)CCS(=O)(=O)C1)S(=O)(=O)c1ccc(F)cc1 (stereo not given)
→ 12%, 0%, -22, 16%, 6%, -1%
62	COc1ccc(C(=O)NCCCN2CCOCC2)cc1Br
→ 4%, 1%, -13, 6%, -13%, 5%
63	Cc1cc(C)c2nc(C(F)(F)F)nc(N3CCN(C(=O)c4ccco4)CC3)c2c1
→ -3%, 1%, ?, 13µM*, 1%, -1%
64	CC1(C)C(CC2OCC(CN3CCCCC3)O2)[C@H]2CC[C@@H]1C2 (stereo not given in full)
→ 6%, 6%, 21, 6%, -12%, 0%
65	CCOC(=O)CSc1nc(=O)n2cccc(C)c2n1
→ -1%, -4%, ?, 18%, 3%, 4%
66	Cc1ccc(NC(=O)COC(=O)CCc2nc3ccccc3c(=O)[nH]2)cc1Cl
→ -2%, -8%, -20, 15%, ?, 4%
67	CSc1nc(-c2ccc(Cl)cc2)nn1S(=O)(=O)c1ccc(Cl)cc1
→ -6%, -8%, ?, ?, -8%, -14%
68	COCc1[nH]nc2c1C1(CCC3(CC1)OCCO3)C(C#N)=C(N)O2
→ -2%, -2%, 21, 11%, ?, -2%
69	CCN(CC)S(=O)(=O)c1cc(NC(=O)Cn2ncc(Cl)c(Cl)c2=O)ccc1C
→ 0.56µM*, 1%, -79*, ?, 5%, 2%
70	COc1ccccc1NS(=O)(=O)c1cccc(NC(=O)c2ccc3ccccc3n2)c1
→ 3%, -7%, -79*, ?, -10%, -26%

Pulled by compound from above (2):
Results follow in this order: Sm TGR inh, Giardia FBPA inh, HCMV antiviral, HCV inh, AmpC detergent, AMA1-RON2 inh
26	O=C(CSCC(=O)NC1CCCC1)Nc1ccccc1
→ 4%, -4%, -1, 17%, 4%, -3%
25	Cn1c(=O)n(C)c2cc(CNc3ccc(N4CCOCC4)c(C(=O)O)c3)ccc21
→ 1%, -17%, 58, 0%&6%, -3%, -6%
